High-throughput results (PubChem BioAssay)
TrxR1 substrate: is turned over as a substrate by rat TrxR1. O89049. purified TrxR1 substrate turnover, NADPH consumption readout. Potency, µM (series often up to 114 µM), for inactives: at the top dose activity change, negative = substrate turnover. hit rate 0.01% among 390,000. AID 588456; further: potency means the concentration at half of the fitted maximal effect; on the % scale 0 is the no-effect control and ±100 the full control effect; nearly all actives have a fitted effect of over 50% in size
Target sequence (O89049 whole entry, looked up): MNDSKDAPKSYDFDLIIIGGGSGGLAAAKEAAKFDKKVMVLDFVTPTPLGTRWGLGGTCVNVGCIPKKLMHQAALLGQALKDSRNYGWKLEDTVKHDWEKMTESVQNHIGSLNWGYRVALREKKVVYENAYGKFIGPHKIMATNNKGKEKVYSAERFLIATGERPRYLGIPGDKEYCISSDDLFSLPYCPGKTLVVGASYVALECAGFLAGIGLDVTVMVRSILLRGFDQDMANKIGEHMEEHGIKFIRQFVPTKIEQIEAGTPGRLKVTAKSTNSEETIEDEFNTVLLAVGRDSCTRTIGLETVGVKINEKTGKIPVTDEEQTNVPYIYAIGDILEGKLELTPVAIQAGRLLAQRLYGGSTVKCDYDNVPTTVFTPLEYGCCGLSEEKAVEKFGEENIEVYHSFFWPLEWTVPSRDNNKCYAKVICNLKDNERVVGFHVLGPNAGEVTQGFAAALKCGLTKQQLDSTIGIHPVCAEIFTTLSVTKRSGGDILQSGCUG
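Rat TrxR1, dispensed at 90 nM, was prereduced with 400 uM NADPH (final) for 5 min at ~22 deg C, then incubated with compound 15 min before 400 uM selenite. A first-read NADPH fluorescence drop versus no-compound background flagged substrates.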
TrxR1 inh: inhibitors of rat thioredoxin reductase 1 | O89049 | recombinant rTrxR1, NADPH fluorescence consumption, selenite substrate | Potency, µM (series often up to 114 µM), inactives show top-dose activity change, negative = inhibition, hits mostly inhibitors | hit rate 1% among 390,000; further: potency means the concentration at half of the fitted maximal effect; on the % scale 0 is the no-effect control and ±100 the full control effect; nearly all actives have a fitted effect of over 65% in size
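Rat TrxR1 (90 nM in the dispensed reagent) was pre-reduced with 400 uM NADPH for 5 min at room temperature, then incubated with compound for 15 min. After 400 uM selenite was added, NADPH fluorescence (Ex 340/Em 450 nm) was followed for 8 min.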
USP1 inh: blocks the human USP1/UAF1 deubiquitinase complex. O94782. recombinant USP1/UAF1, Ub-Rhodamine cleavage fluorescence. Potency, µM (titrated, usually from 57.1 µM), inactives show at the top dose activity change, negative = inhibition, hits mostly inhibitors. hit rate 0.23% among 390,000; further: potency means the concentration at half of the fitted maximal effect; on the % scale 0 is the no-effect control and ±100 the full control effect; nearly all actives have a fitted effect of over 60% in size; inactives centre near -12
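Step one: compound is pinned into 1nM USP1/UAF1 in HEPES pH 7.8 buffer with TCEP. Step two: 15 min room-temperature incubation. Step three: Ub-Rho (150nM final) starts cleavage, tracked by fluorescence over six one-minute reads.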
RGS4 inhibitor: human RGS4 inhibition | AID 504845 | P49798 | hit rate 0.039% among 390,000 | Potency, µM (highest dose often 114 µM), without a hit: at the highest dose activity change, negative = inhibition, most hits filed as inhibitors | Transcreener GDP fluorescence polarization, RGS4-accelerated GTP hydrolysis; further: potency means the concentration at half of the fitted maximal effect; on the % scale 0 is the no-effect control and ±100 the full control effect; nearly all actives have a fitted effect of over 75% in size; some results filed as inactive show a strong effect at the top dose
Target sequence (P49798 whole entry, looked up): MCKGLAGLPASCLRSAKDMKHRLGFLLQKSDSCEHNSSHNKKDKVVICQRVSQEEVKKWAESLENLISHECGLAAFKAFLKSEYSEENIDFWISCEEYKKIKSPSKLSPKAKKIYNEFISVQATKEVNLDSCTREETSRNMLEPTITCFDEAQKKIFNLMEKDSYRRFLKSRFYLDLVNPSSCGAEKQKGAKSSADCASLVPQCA
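MLSMR compounds (23 nl, pin-transferred) preincubated 10 min at room temperature with a 500nM (2x) first reagent, then RGS4 at 900nM (2x) plus Transcreener GDP mix added; fluorescence polarization (620/688 nm) read before and after 90 min at 30 °C.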
Vif-A3F inh: Vif-A3F binding inhibition | Potency, µM (highest dose often 46.1 µM), for the others: at the top dose activity, negative = active | HeLa A3F-eYFP + Vif (tagged APOBEC3F with the HIV-1 protein that degrades it), YFP fluorescence increase | hit rate 0.2% among 390,000; further: potency means the concentration at half of the fitted maximal effect; % of control where 0% means no effect; nearly all actives have a fitted effect of over 65% in size
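Fluorescence increase (Ex 488/Em 500-530) after overnight compound treatment at 37 deg C flags inhibition of Vif-driven A3F-eYFP loss in stable HeLa A3F-eYFP/Vif cells seeded overnight beforehand.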
Vif-APOBEC3G blk: Vif-A3G binding inhibition; HeLa A3G-eYFP + Vif (tagged APOBEC3G with the HIV-1 protein that degrades it), YFP fluorescence, overnight; Q9HC16; Potency, µM (series often up to 46.1 µM), for inactives: at the highest dose activity, negative = active, usual class: inhibitors; AID 602310; hit rate 0.076% among 410,000;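 further: potency means the concentration at half of the fitted maximal effect; on the % scale 0 is the no-effect control and ±100 the full control effect; nearly all actives have a fitted effect of over 60% in size; hits raise eYFP signal because A3G escapes Vif-driven loss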
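HeLa cells stably expressing Vif and C-terminally eYFP-tagged A3G, seeded overnight at 37 deg C, then exposed to compound by pintool overnight at 37 deg C. Rise in yellow fluorescence (Ex 488/Em 500-530, Acumen) marks blocked Vif-driven A3G degradation.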
LDHA inh: inhibitors of human lactate dehydrogenase A | P00338 | purified LDHA, NADH/diaphorase-resazurin fluorescence; hits give low values | activity change, % (values are at about 110 or 230 µM) | hit rate 0.15% among 480,000; in the data active means activity change below about -30%; inconclusive means mostly about -25% to -30%;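 further: plate controls were DMSO wells for no effect and wells without enzyme for full effect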
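Human LDH5 at 2 nM final in Tris HCl pH 7.4 with 0.06 mM NADH and 0.2 mM pyruvate, reacted 5 minutes at room temperature. Remaining NADH coupled via diaphorase/resazurin; resorufin fluorescence read at 0 and 20 minutes, normalized to enzyme-free and DMSO wells.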
Glioma ERSR ind: induces the endoplasmic reticulum stress response in human glioma cells; Potency, µM, without a hit: at the top dose activation, actives largely listed as activators; U87-MG GRP78 promoter luciferase reporter, 16 h; hit rate 0.02% among 420,000; further: potency means the concentration at half of the fitted maximal effect; series mostly up to about 76 µM; % of control where 0% means no effect; nearly all actives have a fitted effect of over 35% in size
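ERSR induction read as luciferase luminescence (Bright-Glo, 10 min at room temperature) in stably transfected human U87-MG glioma cells exposed to compounds for 16 h, using GRP78 as sensor.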
IDH1 R132H inh: blocks human mutant IDH1 R132H enzyme; IDH1-R132H enzyme, NADPH consumption, diaphorase/resazurin fluorescence; hit rate 0.093% among 390,000; AID 602179; Potency, µM (top dose mostly 76.6 µM), inactives show at the highest dose activity change, negative = inhibition, usual class: inhibitors; O75874; further: potency means the concentration at half of the fitted maximal effect; on the % scale 0 is the no-effect control and ±100 the full control effect; nearly all actives have a fitted effect of over 65% in size
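IDH1-R132H (0.5 ug/mL) preincubated 30 min with compound, then NADPH (0.016 mM) and alpha-KG (2 mM) added; 80 min at RT, pH 7.5. Remaining NADPH coupled via diaphorase/resazurin to fluorescence (540/590 nm); concentration-response curves normalized to no-enzyme control.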
Active calls of the source: *; ? = inconclusive; / = not tested or not shown; & = joins results of further samples; [ ] = remark or other dose. Unless noted, the call rests on the fitted dose curve; in most records, active means well fitted curve in the direction sought with a large enough effect; inconclusive means small, poorly fitted or top-dose-only effect, or another doubt; inactive means no such curve, though single readings can be large; an effect the other way counts as inactive or inconclusive. An excerpt; count on the stated rates, not on these rows.

entry | smiles | TrxR1 substrate | TrxR1 inh | USP1 inh | RGS4 inhibitor | Vif-A3F inh
1 | Cc1ccc(N2C(=O)c3ccccc3NC2C(C)Cc2ccc3c(c2)OCO3)cc1 (stereo unspecified) | 63%[activator] | 35%[activator] | ? | -13% | 1%
2 | CC(=O)Nc1ccc(S(=O)(=O)NCC(=O)OCc2ccccc2)cc1 | -6% | -12% | -12% | -18% | 5%
3 | O=[N+]([O-])c1cc(S(=O)(=O)N2CCCCCC2)ccc1Cl | 3%[57.1 µM] | ? | -22% | -39% | 0%
4 | CN(C)S(=O)(=O)c1ccc(Cl)c(C(=O)NCc2ccco2)c1 | 11% | -10% | 6% | 9% | -8%
5 | COc1ccc(NC(=O)COC(=O)C2CC3C=CC2C3)cc1 (stereo unspecified) | 3%[2.29 µM] | 8%[2.29 µM] | -22% | 10%[56.9 µM] | -2%
6 | COc1cc(NS(=O)(=O)c2ccc(NC(=S)NC(=O)c3ccc(F)cc3)cc2)nc(OC)n1 | 0% | ? | -5% | -24% | -9%
7 | O=C(CN(Cc1ccccc1F)S(=O)(=O)c1ccc(Cl)cc1)NCC1CCCO1 (stereo unspecified) | 7% | 22% | -14% | 16% | 0%
8 | COc1ccc2nc(NC(=S)N(C)C)sc2c1 | -16% | -32% | -13% | ? | 2%

entry | Vif-APOBEC3G blk | LDHA inh | Glioma ERSR ind | IDH1 R132H inh
1 | 1% | 0 | 13% | 6%
2 | 2% | 2 | 1% | 4%
3 | 0% | -6 | -12% | 3%
4 | 1% | -1 | -3% | 11%
5 | 0% | -13 | 9% | -6%
6 | -7% | -9 | 3% | -9%
7 | 0% | -2 | -7% | 5%
8 | 3% | -3 | -9% | 2%

Other compounds follow.
entry | smiles | TrxR1 substrate | TrxR1 inh | USP1 inh | RGS4 inhibitor | Vif-A3F inh
9 | CCc1nc2ccccc2c(=O)n1/N=C/c1ccc(Cl)cc1 | 4% | 18%[57.1 µM] | -3% | -25% | -9%
10 | COc1ccc(-n2nc(C(=O)Nc3cccc(C(F)(F)F)c3)c3c4ccccc4n(C)c3c2=O)cc1 | 24% | 36% | -13% | -21% | /
11 | COc1cccc(CNc2nc3ccccc3n2CCN2CCCCC2)c1 | 9% | 16% | -11% | -21% | 3%
12 | CC1CCN(c2ccc(NC(=O)Cc3ccccc3)cc2)CC1 | 5% | 44%[activator] | -23% | 3% | -16%
13 | O=C(CSc1nc(C2CC2)nc2ccccc12)N1c2ccccc2Sc2ccccc21 | 14% | 28% | -7% | -18% | 6%
14 | CCOC(=O)N1N=C(CC)CC1(O)C(F)(F)F (stereo unspecified) | -1% | -10% | -2% | -44% | 1%
15 | COc1ccc(OC)c(/C=C/c2nc3ccccc3c(=O)n2-c2ccc(F)c(Cl)c2)c1 | 2%[57.1 µM] | 4%[57.1 µM] | -8% | -12% | -16%
16 | CC(C)OC(=O)CC12CN3CC(CC(=O)OC(C)C)(CN(C1)C(=O)c1ccccc1C3=O)C2=O | -2% | 9% | -6% | 7% | -6%

entry | Vif-APOBEC3G blk | LDHA inh | Glioma ERSR ind | IDH1 R132H inh
9 | 3% | -2 | -3% | 6%
10 | / | -4 | / | /
11 | 1% | 5 | -4% | 2%
12 | 0% | -1 | 4% | 4%
13 | -6% | 2 | -6% | 0%
14 | 2% | -2 | -4% | -1%
15 | -5% | -4 | -2% | -5%
16 | -6% | -6 | -1% | 20%

(continued)
entry | smiles | TrxR1 substrate | TrxR1 inh | USP1 inh | RGS4 inhibitor | Vif-A3F inh
17 | CC1=NCCN1CCNC(=O)Nc1cc(C)cc(C)c1 | 7% | 19% | -21% | 3% | -13%
18 | O=C(NCc1ccc2c(c1)OCO2)c1ccccc1Cl | -5% | -2% | -10% | 11% | 14%
19 | COc1ccc(/C=C/c2ccc3ccccc3n2)c(OC)c1 | 33% | 29% | / | / | /
20 | O=[N+]([O-])c1cccc(-c2nnc3cccc(Cl)n23)c1 | 9% | 11% | -24% | -4%[56.9 µM] | -15%
21 | CCc1ccc(-c2nc3ccc(Br)cc3c(C(=O)O)c2C)s1 | 57%&89%[activator] | ? | ? | ? | -9%&-4%
22 | COC(=O)C(CC(C)C)NC(=O)/C=C/c1ccc(Cl)cc1 (stereo unspecified) | 7%[57.1 µM] | -5% | -12% | -32% | 1%
23 | CC[C@H](C)[C@H]1CNC(=S)N1CC1CCN(CCC23CC4CC(CC(C4)C2)C3)CC1 | -1% | 5% | -30% | 7% | 1%
24 | COC(=O)c1nn(-c2ccccc2)c(Cl)c1/C=N/O | 10% | 20% | -24% | -8% | 15%

entry | Vif-APOBEC3G blk | LDHA inh | Glioma ERSR ind | IDH1 R132H inh
17 | 5% | -3 | -5% | -4%
18 | 1% | -10 | 2% | 14%
19 | -26% | -1 | -10% | /
20 | -9% | 2 | -3% | 4%
21 | -6%&-4% | -3&-10 | 7%&4% | 5%&-3%
22 | -5% | -5 | -2% | 6%
23 | 2% | 0 | -3% | -2%
24 | -6% | -1 | -5% | 2%

(further entries)
entry | smiles | TrxR1 substrate | TrxR1 inh | USP1 inh | RGS4 inhibitor | Vif-A3F inh
25 | C[N+]1(CC(=O)c2ccc(-c3ccccc3)cc2)CCOCC1 | 10% | -5% | / | / | /
26 | O=C(CN1C(=O)CCSc2ccc(S(=O)(=O)N3CCOCC3)cc21)Nc1cccc(F)c1 | 0% | 2% | -14% | -6%[56.9 µM] | 1%
27 | O=C(O)CCN1C(=O)c2ccc(NC(=O)CSc3ccccc3)cc2C1=O | 0% | 8% | -16% | ? | -4%
28 | O=C(NCCCN1CCOCC1)/C(=C/c1cccnc1)NC(=O)c1ccccc1 | -13%[57.1 µM] | 31%[57.1 µM] | -19% | -6% | 12%
29 | CCSc1nc2c(c(=O)[nH]c(=O)n2C)n1CC(O)COc1ccc(Cl)cc1 (stereo unspecified) | 7% | 6% | ? | -23% | -2%
30 | O=S(=O)(c1ccc2c(c1)OCCO2)N1C[C@@H]2C[C@H]1CN2S(=O)(=O)c1c(F)cccc1F | 3%[57.1 µM] | 23% | / | -26% | -2%
31 | C#CCN(C(=O)Nc1ccccc1)c1ccccc1 | -11% | -11% | -3% | 0% | -4%
32 | O=C(c1ccc(Cl)cc1)N1CCCC(C(=O)N2CCCCC2)C1 (stereo unspecified) | 3% | 20% | -23% | -1%[56.9 µM] | 5%

entry | Vif-APOBEC3G blk | LDHA inh | Glioma ERSR ind | IDH1 R132H inh
25 | 3% | / | 0% | /
26 | 0% | -3 | 3% | -1%
27 | 2% | -4 | -5% | 2%
28 | 0% | -4 | -3% | 6%
29 | 1% | 2&1 | -4% | 14%
30 | -5% | -14&-3 | 0% | /
31 | 4% | -5 | 1% | 6%
32 | -1% | -7 | -1% | 7%

(next part)
entry | smiles | TrxR1 substrate | TrxR1 inh | USP1 inh | RGS4 inhibitor | Vif-A3F inh
33 | Cc1cccc(-n2ccnc2SCC(=O)Nc2nc3ccccc3s2)c1 | -1%[57.1 µM] | 27%[57.1 µM] | ? | -9% | 0%
34 | Cc1ccc(C)c(S(=O)(=O)N2CCN(C(=O)CSc3ccccc3F)CC2)c1 | -4% | 14% | -10% | 29% | 0%
35 | O=C(Nc1cccc(O)c1)c1ccccc1[N+](=O)[O-] | 3% | 11% | -7% | -16% | -2%
36 | COc1ccc(NC(=O)c2n[nH]c(=O)c3ccccc23)cc1S(=O)(=O)N1CCCCC1 | 2% | 10% | -11% | -32% | -1%
37 | N#Cc1ccccc1S(=O)(=O)Nc1ccc2c(c1)OCCO2 | -6% | 12%[57.1 µM] | -8% | -28% | 1%

entry | Vif-APOBEC3G blk | LDHA inh | Glioma ERSR ind | IDH1 R132H inh
33 | -3% | -6 | -2% | -1%
34 | 2% | -4 | -4% | -5%
35 | 0% | -4 | 4% | -2%
36 | 0% | -2 | -2% | 2%
37 | 0% | -1 | -6% | 5%
